High-throughput results as filed in PubChem.
PABP1 MLLE inh – inhibitors of microRNA-mediated deadenylation, human PABP1 MLLE binding; AID 588489; P11940; GST-MLLE / FITC-PAM2 fluorescence polarization; inhibition, % at 20 µM; actives 0.36% (n = 360,000); in the data active = inhibition above about 35%, passing the limit was not always enough;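 note: plate controls were DMSO wells with GST-MLLE for no effect and wells lacking GST-MLLE protein for full effect; some results filed as inactive read as strong as hits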
Target sequence (P11940 whole entry, looked up): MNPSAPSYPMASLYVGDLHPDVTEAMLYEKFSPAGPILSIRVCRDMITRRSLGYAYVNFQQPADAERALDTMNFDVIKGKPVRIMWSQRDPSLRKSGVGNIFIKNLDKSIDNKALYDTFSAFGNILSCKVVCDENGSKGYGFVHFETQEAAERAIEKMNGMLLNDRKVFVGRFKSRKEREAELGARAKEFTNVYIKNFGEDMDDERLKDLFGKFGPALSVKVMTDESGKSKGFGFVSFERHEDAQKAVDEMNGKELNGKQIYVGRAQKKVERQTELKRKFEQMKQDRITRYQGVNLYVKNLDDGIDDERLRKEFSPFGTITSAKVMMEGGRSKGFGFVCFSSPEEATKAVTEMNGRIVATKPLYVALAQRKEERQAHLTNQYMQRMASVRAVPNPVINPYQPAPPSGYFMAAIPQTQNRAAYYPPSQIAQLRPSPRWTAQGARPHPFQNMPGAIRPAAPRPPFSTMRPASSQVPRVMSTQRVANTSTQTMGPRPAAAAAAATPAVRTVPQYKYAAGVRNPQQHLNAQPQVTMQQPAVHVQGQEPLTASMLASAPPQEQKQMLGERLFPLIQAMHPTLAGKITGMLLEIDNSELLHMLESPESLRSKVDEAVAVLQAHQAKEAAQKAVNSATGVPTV
Scp-1 inhibitor – Scp-1 (human) phosphatase inhibition; actives 0.88% (n = 340,000); Recombinant Scp1, phosphopeptide, malachite green phosphate absorbance; Q9GZU7; AID 493091; inhibition, % at 20 µM;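 active = inhibition above about 50% at 20 µM, limit read from the data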;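 note: plate controls were DMSO wells with enzyme for no effect and wells lacking enzyme for full effect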
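Test system – truncated SCP-1 phosphatase (76-261aa) · Reagent – Phosphorylated 17-residue peptide substrate · Incubation – 45 min room-temperature reaction, 5 min colour, 30 min stabiliser · Detection – colorimetric phosphate reagent with accelerator and stabiliser, absorbance at 630 nm · Measure – % inhibition at 20 µM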
TbMetRS inhib – Trypanosoma brucei MetRS inhibition; purified T. brucei MetRS, ATP depletion, Kinase-Glo luminescence; inhibition, % at 11.9 µM; actives 0.4% (n = 360,000);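 active = inhibition above a per-plate cutoff of the control wells' mean inhibition plus 3 SD, cut at about 5.5% in these data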;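 note: 0% = DMSO wells median and 100% = median of wells with control inhibitor compound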
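Assay system: T. brucei methionyl-tRNA synthetase, purified | Medium: HEPES buffer with MgCl2, KCl, DTT, spermine, BSA, pyrophosphatase | Compound: 11.9 µM single point | Incubation: 15 min enzyme-compound preincubation, 2 h reaction, 10 min detection, 25 °C | Measured by: Kinase-Glo luciferase luminescence reporting remaining unconsumed ATP | Measure: % inhibition normalized to control-well medians | Replication: Singlicate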
Rpn11 block – Rpn11 (human) deubiquitinase inhibition. human 26S proteasome, Ub4-pepOG fluorescence polarization; 20S core pre-blocked with epoxomicin. O00487. actives 0.59% (n = 360,000). calls only at 20 µM;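 active = inhibition at 20 µM, scaled to each plate's controls, above about 33%, limit read from the data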
Target sequence (O00487 whole entry, looked up): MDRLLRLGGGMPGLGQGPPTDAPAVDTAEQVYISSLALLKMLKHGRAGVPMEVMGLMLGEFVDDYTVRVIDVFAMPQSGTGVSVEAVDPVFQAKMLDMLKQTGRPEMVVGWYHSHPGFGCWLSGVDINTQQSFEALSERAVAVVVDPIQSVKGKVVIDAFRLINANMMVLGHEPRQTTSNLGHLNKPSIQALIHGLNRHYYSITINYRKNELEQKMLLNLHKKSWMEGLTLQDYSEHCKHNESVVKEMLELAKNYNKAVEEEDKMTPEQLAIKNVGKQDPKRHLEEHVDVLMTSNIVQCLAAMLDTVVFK
CSN deneddyl inh – inhibitors of human CSN-mediated cullin deneddylation; inhibition, % at 12.5 µM; actives 0.38% (n = 360,000); AID 651999; Purified CSN, SCF-Nedd8-OG deneddylation, fluorescence polarization; Q92905;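 active = pattern-corrected inhibition above about 35%, with an unprinted fluorescence ratio check between 0.5 and 1.5, limit read from the data, passing the limit was not always enough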;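 note: 0% = enzyme with substrate and 100% = substrate without enzyme; some results filed as inactive read as strong as hits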
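Detection – fluorescence polarization · System – HEK293T-derived human Csn5 enzyme · Controls – substrate-only high control, full reaction low control · Timing – 90 min, room temperature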
STEP block – blocks human striatal-enriched tyrosine phosphatase. P54829. recombinant STEP, OMFP fluorogenic substrate, fluorescence. inhibition, % at 20 µM. actives 0.25% (n = 360,000). AID 588621;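 active = inhibition at 20 µM, scaled per plate between control wells, above about 37%, limit read from the data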;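 note: 0% = DMSO with enzyme and substrate and 100% = substrate only without enzyme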
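System: STEP (striatal-enriched tyrosine phosphatase) enzyme, cell-free; medium: Bis-Tris pH 6.0 buffer with DTT, detergent; dosing: 20 µM, 1% DMSO; times: reaction 20 min, ambient temperature; detection: fluorescence, 480/540 nm; read-out basis: normalized % inhibition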
SUMO1 PPI mod – modulators of human SUMO1-mediated protein-protein interactions; P63165; SUMO1 binding to a labelled peptide, TR-FRET, 1 h; inhibition, % at 20 µM; actives 0.33% (n = 360,000); AID 602429; in the data active = inhibition above about 37%
Target sequence (P63165 whole entry, looked up): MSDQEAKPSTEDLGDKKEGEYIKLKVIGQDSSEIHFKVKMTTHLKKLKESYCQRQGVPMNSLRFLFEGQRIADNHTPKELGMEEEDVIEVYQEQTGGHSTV
NadD inh – inhibitors of Staphylococcus aureus NadD. purified NadD enzyme, colorimetric absorbance read-out. inhibition, % at 20 µM. actives 0.78% (n = 360,000). AID 602399; in the data active = inhibition above about 26%; note: some compounds past the cut are filed as inactive
DNMT1 inh – blocks human DNA methyltransferase DNMT1. inhibition (reported as % activation of signal), % at 10 µM. DNMT1 molecular beacon, Hinp1I cleavage, fluorescence. P26358. AID 588458. actives 0.83% (n = 360,000); in the data active = inhibition above about 50%
LMPTP inh – LMPTP (human) inhibition; P24666; actives 0.22% (n = 360,000); recombinant LMPTP-A, OMFP fluorogenic substrate, fluorescence intensity; inhibition, % at 20 µM; AID 651560;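 active = compounds that cut the enzyme signal by at least half of the control window in the single-dose screen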;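 note: plate controls were DMSO wells with enzyme plus substrate for no effect and substrate without enzyme for full effect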
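Assay system: LMPTP-A enzyme. Input: 0.625 nM LMPTP-A final. Probe or stimulus: 400 µM OMFP. Compound dosing: single 20 µM dose. Schedule: 50 min dark incubation at room temperature. Detection: fluorescence intensity of OMFP turnover product. Read-out: percent inhibition versus substrate-only and uninhibited controls. Benchmarks: no-enzyme low control, uninhibited high control.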
An asterisk follows results filed as active; i = inactive; · = no result given.

SMILES	PABP1 MLLE inh	Scp-1 inhibitor	TbMetRS inhib	Rpn11 block	CSN deneddyl inh	STEP block	SUMO1 PPI mod	NadD inh	DNMT1 inh	LMPTP inh
N#CC1(Cc2ccc(Cl)cc2)c2ccccc2C=CN1C(=O)c1ccccc1 (centres undefined)	12	-11	-0.3	i	-2	2	4	9	-4	2.9
CC1(C(=O)Nc2ccc(Cl)c(Cl)c2)CCN1C(=O)CC(c1ccccc1)c1ccccc1 (centres undefined)	4	·	-0.2	i	0	3	-1	-9	-10	4.7
Cc1ccc(S(=O)(=O)N(CC(=O)O)Cc2ccco2)cc1	13	93*	-0.5	i	24	5	6	1	76*	9.4
COc1ccc([C@H]2[C@H](C(=O)C(C)(C)C)N3N=Cc4ccccc4C3C23C(=O)OC(C)(C)OC3=O)cc1 (some centres undefined)	6	1	-0.8	i	-1	-1	-9	3	-3	-0.3
CSc1ccc(CN(C)CC(=O)Nc2c(F)cccc2F)cc1	-7	-14	0.6	i	-1	-1	2	-6	0	-0.8
COC(=O)c1cccc(NC(=O)c2ccccc2)c1	-8	-11	0.0	i	3	-1	3	2	0	-1.4
CCc1c(C)nc(N)nc1Cl	-5	-4	0.2	i	-5	-1	-2	1	1	0.6
CC(=O)c1cc(CN2CCN(C3CCCCC3)C(CCO)C2)cs1 (centres undefined)	7	-5	-0.3	i	0	2	1	-2	0	-2.3
COc1ccccc1NC(=O)N1CCCC1C(=O)NCc1ccc(F)cc1 (centres undefined)	9	2	-0.5	i	1	2	0	10	1	-0.6
C/C(=N\NC(=S)NCc1ccccc1)c1ccc2ccccc2c1OC(F)F	22	-12	0.2	i	8	2	-3	-2	-1	4.8

Random excerpt: 3 compounds from above
SMILES	PABP1 MLLE inh	Scp-1 inhibitor	TbMetRS inhib	Rpn11 block	CSN deneddyl inh	STEP block	SUMO1 PPI mod	NadD inh	DNMT1 inh	LMPTP inh
CCc1c(C)nc(N)nc1Cl	-5	-4	0.2	i	-5	-1	-2	1	1	0.6
CSc1ccc(CN(C)CC(=O)Nc2c(F)cccc2F)cc1	-7	-14	0.6	i	-1	-1	2	-6	0	-0.8
CC1(C(=O)Nc2ccc(Cl)c(Cl)c2)CCN1C(=O)CC(c1ccccc1)c1ccccc1 (centres undefined)	4	·	-0.2	i	0	3	-1	-9	-10	4.7

(continued)
SMILES	PABP1 MLLE inh	Scp-1 inhibitor	TbMetRS inhib	Rpn11 block	CSN deneddyl inh	STEP block	SUMO1 PPI mod	NadD inh	DNMT1 inh	LMPTP inh
C=C1CC[C@@]23CC[C@]4(C)[C@@](OC2=O)([C@@H]3C1)[C@H]1O[C@H]1C1[C@@]2(C)CC[C@H](O)C(C)(C)C2CC[C@]14C (some centres undefined)	-14	-24	0.0	i	-1	0	1	8	3	1.1
COc1ccc(CCNC(=O)Nc2nc(C(N)COCc3ccccc3)cs2)cc1OC (centres undefined)	-6	·	0.0	i	0	-2	-7	-5	1	-1.0
COc1ccc(-c2cc(C(F)(F)F)nc(N3CCCCCC3)n2)cc1	-4	-7	-1.2	i	3	0	-1	1	4	2.2
O=C(NCCc1ccccc1)c1nc(-c2cccs2)no1	7	-5	-0.5	i	1	-2	-1	-1	-2	-2.7
O=C(CS(=O)(=O)c1ccccc1)Nc1nc(-c2ccc(F)cc2)cs1	0	-20	-0.8	i	4	2	0	-9	-4	0.8
S=C1NCN(Cc2ccco2)CN1	-125	-5	0.1	i	3	3	0	-5	2	-0.9
CC(C)(C)c1ccc(CN(Cc2ccccc2)C(c2ccccn2)c2nnnn2C(C)(C)C)cc1 (centres undefined)	4	1	0.0	i	2	4	-1	17	7	5.8
Cc1ccc(C2(C)NC(=O)N(CCOc3ccccc3)C2=O)cc1 (centres undefined)	-1	3	-0.2	i	-4	1	7	-1	-1	-1.0
CCSc1c(C(=O)NC)ccc2c1C(=O)c1ccccc1C2=O	-1	-3	-0.6	i	-1	-4	-30	-1	-2	-1.1
CCN(CC)C(=O)c1cn(CC)c(=O)c2cc(OC)c(OC)cc12	-4	5	0.7	i	-1	-1	3	-8	2	-1.2

Compound profiles, as listed above:
Cc1ccc(C2(C)NC(=O)N(CCOc3ccccc3)C2=O)cc1 (centres undefined) is listed with PABP1 MLLE inh: -1; Scp-1 inhibitor: 3; TbMetRS inhib: -0.2; Rpn11 block: i; CSN deneddyl inh: -4; STEP block: 1; SUMO1 PPI mod: 7; NadD inh: -1; DNMT1 inh: -1; LMPTP inh: -1.0
Cc1ccc(S(=O)(=O)N(CC(=O)O)Cc2ccco2)cc1 is listed with PABP1 MLLE inh: 13; Scp-1 inhibitor: 93*; TbMetRS inhib: -0.5; Rpn11 block: i; CSN deneddyl inh: 24; STEP block: 5; SUMO1 PPI mod: 6; NadD inh: 1; DNMT1 inh: 76*; LMPTP inh: 9.4

Next section
SMILES	PABP1 MLLE inh	Scp-1 inhibitor	TbMetRS inhib	Rpn11 block	CSN deneddyl inh	STEP block	SUMO1 PPI mod	NadD inh	DNMT1 inh	LMPTP inh
O=C(COC(=O)C1CC2C=CC1C2)Nc1ccccc1 (centres undefined)	-12	0	0.3	i	-9	-3	-2	-2	-1	-2.1
C/C(=N\N1CCN(c2ccc(Cl)cc2)CC1)c1ccco1	5	-15	-0.4	i	-16	-4	1	-2	7	-1.5
O=C(NOCc1ccccc1)c1cccc([N+](=O)[O-])c1	-9	1	-1.0	i	3	0	-30	-3	2	-2.6
Cc1ccc(N2CC(C(=O)OCc3ccccc3F)CC2=O)cc1 (centres undefined)	7	1	-1.6	i	2	-2	-4	-4	3	-0.6
COc1cc(C(=O)NC(=S)Nc2ccc(Cl)cn2)cc(OC)c1OC	33	1	-0.3	i	2	2	-4	-10	-2	1.7
CC(C)n1cc(CN2CCCC(C(=O)Nc3cccc(-c4cc5ccccc5[nH]4)c3)C2)cn1 (centres undefined)	1	6	-0.4	i	3	4	-10	-1	-16	0.1
COc1ccc(NC(=S)NNC(=O)OC(C)(C)C)cc1OC	-40	2	-0.4	i	4	-2	-1	-8	-5	-2.8
CCC(CO)Oc1cc(NCc2cc(C)cc(C)c2)c2ncn(C(C)C)c2c1 (centres undefined)	20	0	3.9	i	-4	0	0	2	-14	0.2
COc1ccc2[nH]cc(CCNC(=O)c3ccc4ccccc4n3)c2c1	-1	-6	-0.6	i	-4	1	-5	-9	-8	1.5
COc1ccc2oc(C(=O)NC3(C)CCS(=O)(=O)C3)c(C)c2c1 (centres undefined)	6	-2	-0.6	i	3	0	1	-7	1	0.7

Other compounds follow.
SMILES	PABP1 MLLE inh	Scp-1 inhibitor	TbMetRS inhib	Rpn11 block	CSN deneddyl inh	STEP block	SUMO1 PPI mod	NadD inh	DNMT1 inh	LMPTP inh
CC(C)(O)c1[nH]c2cc(F)ccc2c1C(C)(C)O	2	-9	-0.1	i	0	3	-5	-5	-5	-1.6
Cc1ccc(/C=N/NC(=O)CCCOc2ccc(Cl)cc2Cl)cc1[N+](=O)[O-]	14	58*	-0.6	i	14	5	0	1	17	9.0
CC(C)CCNS(=O)(=O)c1ccc(-c2ccc(S(=O)(=O)NCCC(C)C)cc2)cc1	9	-2	-0.4	i	-3	3	2	-2	6	-1.0
O=c1oc(-c2cccs2)nc2sc3c(c12)CCCC3	5	-2	0.2	i	-1	0	-2	-2	8	0.1
CC(C)CN(C(=O)CSc1nc2ccccc2o1)c1c(N)n(Cc2ccccc2)c(=O)[nH]c1=O	-24	0	-0.2	i	2	5	-1	9	5	0.1
c1ccc(-c2nnc(SCc3cn4ccsc4n3)o2)cc1	-5	-2	-0.7	i	-1	-2	-6	1	2	-1.3
O=C(Nc1cccnc1)c1ccccc1F	-4	-12	0.3	i	-2	-1	0	-2	-1	0.3
O=C(NC1CC1)c1ccc2sc([C@H]3C[C@H](O)[C@@H](CO)O3)nc2c1	-1	·	-0.3	i	0	0	4	-6	3	-2.8
COc1cccc(NC(=S)NC(=O)Cc2ccc(Cl)cc2)c1	25	-6	0.3	i	0	1	-2	3	-2	1.1
O=C(CC1CC2CCC1C2)N1CCN(S(=O)(=O)c2ccc(C(F)(F)F)cc2)CC1 (centres undefined)	-72	·	0.1	i	2	0	1	2	-4	-1.5

The list goes on.
SMILES	PABP1 MLLE inh	Scp-1 inhibitor	TbMetRS inhib	Rpn11 block	CSN deneddyl inh	STEP block	SUMO1 PPI mod	NadD inh	DNMT1 inh	LMPTP inh
Cn1c(=O)c2c(nc(CN3CCc4ccccc4C3)n2Cc2cccc(Cl)c2)n(C)c1=O	-3	-4	0.0	i	0	1	-6	5	-15	-0.5
CCOC(=O)c1c(CCl)nc2ccccc2c1C	-5	3	0.1	i	-1	-3	-5	7	6	1.9
COc1ccc2nc(NC(=O)NC3CCCCC3)sc2c1	2	0	-0.1	i	-2	-3	1	-2	1	-0.1
N#CC1C(=O)NC(=O)C(C#N)C12CCCc1sccc12 (centres undefined)	8	·	-0.2	i	-1	-3	3	1	2	-0.8
O=c1c2cnn(-c3ccccc3Cl)c2ncn1Cc1cccnc1	-8	0	-1.5	i	0	1	-1	-4	-1	0.5
Cc1cccc(N2CCN(C(=O)CCS(=O)(=O)c3ccc4c(c3)NC(=O)C(C)S4)CC2)c1C (centres undefined)	-10	6	-0.1	i	1	1	2	-1	-5	0.3
O=C(/C=C/c1ccc2c(c1)OCO2)N1CCN(c2ccc(Cl)cc2)CC1	6	-5	-0.1	i	-6	2	-3	5	2	-1.7
CS(=O)(=O)c1sc(C(=O)NC(=O)Nc2cccc(C(F)(F)F)c2)c2c1C=CCC2	4	9	1.6	i	2	2	-3	-7	1	-1.3
CCCCNC(=O)c1c(CSc2ccccc2)noc1C(=O)NCc1ccccc1	6	-3	-0.5	i	0	0	-3	-3	3	0.7
